HT1080-NT tox – kills 2HG-producing HT-1080-NT fibrosarcoma cells. HT-1080-NT fibrosarcoma viability, CellTiter-Glo ATP luminescence, 48 h. Potency, µM (series often up to 46.1 µM), for inactives: at the top dose activity, negative = less viability, most hits filed as cytotoxic. 360,000 tested, 1.6% active;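 further: NT is the 2HG producing partner of a matched IDH1 knockdown line; potency means the concentration at half of the fitted maximal effect; 0% = DMSO-treated cells and -100% = media-only wells without cells; nearly all actives have a fitted effect of over 55% in size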
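Compounds were tested in concentration-response format on HT-1080-NT cells for 48 hours at 37 degrees C. Cell viability came from CellTiter-Glo luminescence; curves were classified by r2, response magnitude and activity.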
ATXN2 expr inh – reduces ATXN2 reporter expression in HEK-293 cells; AID 1745845; HEK-293 ATXN2-luciferase reporter, luminescence, 24 h; Potency, µM (titrated, usually from 57 µM), inactives show top-dose activity change, negative = inhibition, hits mostly inhibitors; 360,000 tested, 0.72% active; further: potency means the concentration at half of the fitted maximal effect; on the % scale 0 is the no-effect control and ±100 the full control effect; nearly all actives have a fitted effect of over 55% in size
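qHTS (up to 57 uM final) was run with 24 h compound exposure of reporter cells at 37 °C. Each well was multiplexed: SteadyGlo luminescence measured ATXN2-luciferase expression after a fluorogenic Gly-Phe-AFC viability readout (25 uM final).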
IL1B secr inh – inhibitors of inflammasome signaling (IL-1 beta secretion) | THP-1 LPS/ATP IL-1B secretion, AlphaLISA, 16 h; active compounds read low | activity change, % at 57.5 µM | 360,000 tested, 4.7% active | AID 743279; in the data active means activity change below about -50%; inconclusive means mostly about -30% to -49%; further: on the % scale 0 is the no-effect control and ±100 the full control effect
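Secreted IL-1B measured by AlphaLISA bead assay after 16 h compound exposure of THP-1 cells; compounds (final up to 57.5 uM) added 1 h before LPS (250 ng/mL) and ATP (1.25 mM) stimulation; lower signal means less secretion.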
SW480 rerep – DNA re-replication induction in SW480 cells | Potency, µM (titrated, usually from 46.1 µM), for the others: at the highest dose re-replication activation, usual class: activators | 340,000 tested, 1.8% active | SW480 DNA re-replication, Hoechst DNA content imaging, 48 h; further: potency means the concentration at half of the fitted maximal effect; % of control where 0% means no effect; nearly all actives have a fitted effect of over 55% in size
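Image-based read-out: total Hoechst fluorescence of nuclei (405 nm excitation, 500-530 nm emission), with hits raising the fraction of high-intensity nuclei. SW480 colon cells incubated 48 hr with compounds at 37 C.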
KB-3-1 tox – kills parental KB-3-1 adenocarcinoma cells; KB-3-1 viability, CellTiter-Glo ATP luminescence, 72 h; Potency, µM (top dose mostly 46.1 µM), for inactives: top-dose activity change, negative = cytotoxic, most hits filed as cytotoxic; 400,000 tested, 1.4% active; further: potency means the concentration at half of the fitted maximal effect; on the % scale 0 is the no-effect control and ±100 the full control effect; nearly all actives have a fitted effect of over 60% in size
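Parental KB-3-1 adenocarcinoma cells in phenol-red-free DMEM with 10% FBS were pin-treated with compounds at several concentrations, incubated 72 h at 37 °C, and viability read by CellTiter-Glo luminescence; concentration-effect curves were fitted after normalization.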
HT1080 IDH1KD tx – toxicity to HT-1080 IDH1 knockdown cells (counter line); Potency, µM (titrated, usually from 46.1 µM), for the others: at the highest dose activity, negative = toxicity, hits mostly cytotoxic; 360,000 tested, 2% active; AID 686971; HT-1080 IDH1 knockdown viability, ATP luminescence, 48 h;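 further: potency means the concentration at half of the fitted maximal effect; 0% = DMSO wells and -100% = cell-free medium wells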
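HT-1080-IDH1KD cells (IDH1 knocked down), 750/well in RPMI with 5% FBS, treated with compound 48 h at 37 degrees C. Viability by CellTiter-Glo luminescence, normalised to DMSO and no-cell wells; concentration-response curves classed.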
HepG2 viability – HepG2 cytotoxicity, counter-screen for TGF-b inhibitors. HepG2 CAGA-GFP viability, ATP luminescence, 18 h. Potency, µM (top dose mostly 46.1 µM), for inactives: top-dose activity change, negative = cytotoxicity, most hits filed as cytotoxic. 410,000 tested, 0.76% active; further: potency means the concentration at half of the fitted maximal effect; some results filed as inactive show a strong effect at the top dose
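HepG2 CAGA-GFP cells (1000/well, DMEM with 1% FBS) received compound, then TGF-beta at 500 pg/mL final, and were incubated 18 hours at 37 degrees C. Viability was read by CellTiter-Glo luminescence. Media-only wells were set as complete cell-killing and DMSO as no toxicity.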
MCF10A rereplic – inducers of DNA re-replication in MCF 10A breast cells. MCF 10A DNA re-replication, Hoechst nuclear intensity, 48 h. Potency, µM (doses to about 46.1 µM), without a hit: top-dose activity, positive = re-replication, actives largely listed as activators. 350,000 tested, 2.9% active; further: potency means the concentration at half of the fitted maximal effect; % of control where 0% means no effect; nearly all actives have a fitted effect of over 50% in size
S2 tox – cell viability loss in ATXN counter-screen | Potency, µM (titrated, usually from 56.7 µM), hits mostly cytotoxic | S2 cells (HEK-293 line with an ATXN2-luciferase reporter) viability, CellTiter-Fluor protease fluorescence, 24 h | 400,000 tested, 0.49% active; further: potency means the concentration at half of the fitted maximal effect; nearly all actives have a fitted effect of over 40% in size
* marks the source's active call; other numbers are inactive results; i = inactive; ? = inconclusive; . = no result given; & = joins results of further samples; [ ] = remark or other dose. Unless noted, the call rests on the fitted dose curve; in most records, active means well fitted curve in the direction sought with a large enough effect; inconclusive means small, poorly fitted or top-dose-only effect, or another doubt; inactive means no such curve, though single readings can be large; an effect the other way counts as inactive or inconclusive.

Results follow in this order: HT1080-NT tox	SW480 rerep	HT1080 IDH1KD tx	IL1B secr inh	MCF10A rereplic	ATXN2 expr inh	S2 tox	KB-3-1 tox	HepG2 viability
[1] COc1cccc(NC(=O)Cn2nnc(C(=O)NCc3cccs3)c2N)c1
 : ?	-13%	?	30	-1%	2%&11%	i	-1%&0%	1%&-6%
[2] COc1ccc(S(=O)(=O)NC2CCCCC2)cc1-n1cnnn1
 : -2%	4%	-2%	30	-11%	-21%[11.3 µM]	i	-1%	18%
[3] CCc1cccc(NC(=O)CN(C)C2=NS(=O)(=O)c3ccccc32)c1
 : 4%[9.24 µM]	-8%	5%	9	1%	-3%	i	-2%	0%
[4] CCN(CC(=O)Nc1ccccc1C(F)(F)F)C(=O)c1cccc(S(=O)(=O)N2CCN(C)CC2)c1
 : 0%	-6%	-2%	14	-41%[inhibitor]	-4%	i	-3%	-13%
[5] C/C(=C\C(=O)C(F)(F)F)Nc1cc(C)cc(C)c1
 : 15%	-6%	19%	28	1%	-1%	i	2%	2%
[6] CN(C)CCCN(C(=O)COc1ccc(Cl)cc1)c1nc2cc3c(cc2s1)OCCO3
 : -3%	-8%	0%	-94*	10%	-18%	i	1%	12%
[7] CCOC(=O)c1c(C)[nH]c(C)c1S(=O)(=O)N1CCCC(C(=O)Nc2ccc(F)cc2F)C1 (stereo not given)
 : .	.	.	.	.	8%	i	-4%	-14%
[8] CC(C)Oc1ccc(CCN=C(N)N=C(N)N)cc1Cl
 : -19%	-44%[inhibitor]	23µM*	-18	10%	.	i	?	-7%
[9] COc1ccc(C(=O)NCc2cccnc2)cc1Br
 : 7%	-11%	5%	18	-18%	7%	i	0%	-38%
[10] O=c1[nH]c(NC2CCCCC2)nnc1Cc1ccccc1
 : 7%	0%	4%	0	0%	2%	i	0%	-18%
[11] COC(=O)c1sccc1NC(=O)c1ccc(Cl)cc1
 : 0%	-11%	-13%	0	-5%	-18%	i	4%	-6%
[12] CC1CCCC(NC(=O)COC(=O)c2ccc(Cl)nc2)C1C (stereo not given)
 : 6%	-17%	7%	-18	0%	8%	i	-3%	9%
[13] COC(=O)CSc1nc2cc(OC)ccc2cc1C#N
 : 11%	-4%	14%	3	12%	126%[activator]	i	11%	-5%
[14] O=C(Cn1c(=O)c2ccccc2n(CC(=O)Nc2ccccc2F)c1=O)NCCc1ccccc1
 : .	.	.	.	.	-5%	i	-3%	-9%
[15] Cc1ccc(N2C(=O)CS/C2=N\C(=S)Nc2ccccc2)cc1
 : -12%	-5%	-8%	17	-3%	-2%	i	-4%	-3%
[16] CC12CCC(C(=O)N3CCN(c4ncccn4)CC3)(c3nc4ccccc4nc31)C2(C)C (stereo not given)
 : 14%	15%	4%	?	22%	-11%	?	-18%	2%
[17] Cc1ccc(NC(=O)CN(C)C(=O)c2ccc(OCc3c(C)noc3C)cc2)cc1
 : 9%	3%	11%	5	3%	8%	i	0%	-14%
[18] Cc1ccc(C(=O)N2CCC(C(=O)NCc3ccco3)CC2)cc1
 : 5%	-6%	6%	-9	1%	2%	i	2%	15%
[19] CCOC(=O)C1(Cc2cccc(F)c2)CCN(C(=O)c2cnccn2)CC1
 : 3%	-2%	27%	11	5%	3%[11.3 µM]	i	-1%	9%
[20] C=CCSc1nnc(NC(=O)c2cn(CC)c3nc(C)ccc3c2=O)s1
 : 2%	-4%	10%	11	-1%	-20%	i	5%	-20%
[21] CC(=O)c1ccc(NC(=O)c2cc(CC(C)C)on2)cc1
 : -4%	2%	1%	-18	1%	55%[activator]	i	24%	-12%
[22] Cc1ccc(C(=O)Oc2ccc(C(=S)N3CCOCC3)cc2)cc1
 : -2%	-5%	-2%	13	-1%	-4%	i	1%	0%
[23] COc1ccc(CSc2nnc(SCc3ccc([N+](=O)[O-])cc3)s2)cc1
 : 6%	-4%	0%	-4	?	-12%	i	9%	1%
[24] O=C(Cc1c[nH]c2ccccc12)N/N=C/c1ccc(F)cc1
 : -2%	-3%	-7%	-15	0%	-18%	i	21%	8%
[25] CC(C)n1c(NCCO)nc2ccccc21
 : -1%	-4%	-2%	8	-5%	-29%	i	8%	1%
[26] CC(=O)Nc1cccc(NC(=O)COC(=O)C2CC3CCCC(C2)C3=O)c1 (stereo not given)
 : 0%	-5%	4%	24	2%	2%	i	9%	-65%
[27] CSc1ccc(CN(C)C(=O)c2cc(Cl)c3c(c2)OCCO3)cc1
 : -5%	-5%	-6%	-23	26%	-8%	i	20%	-14%
[28] N#CC(C#N)=C1C=C2C=C(N3CCCCCC3)CCC2CC1 (stereo not given)
 : -26%	-53%[inhibitor]	-2%	-9	-4%	.	i	2%	-23%
[29] CCN(CC)S(=O)(=O)c1ccc(Cl)c(C(=O)OC)c1
 : 0%	-9%	0%	-11	-4%	-5%	i	?	-8%
[30] O=C(NC1CCCC1)C1CCC(CNS(=O)(=O)c2cccs2)CC1 (stereo not given)
 : 0%	0%	5%	0	1%	3%	?	1%	-28%
[31] O=C(NC(=S)Nc1ccc2[nH]c(=O)[nH]c2c1)c1cc(Br)ccc1Cl
 : 11%	-14%	11%	-1	-1%	-2%	i	1%	3%
[32] COc1ccc(Cl)cc1C(=O)Nc1ccccc1N1CCCCC1
 : -9%	5%	0%	33	9%	.	i	-9%	-17%
[33] COc1ccccc1NC(=O)CN1C(=O)COc2ccc(S(=O)(=O)N3CCCCCC3)cc21
 : -4%	-1%	-14%	-8	-2%	0%	?	-18%	1%
[34] O=C(N/N=C/c1ccoc1)c1cccc(OC(F)(F)C(F)F)c1
 : -4%	-14%	1%	-3	0%	.	?	1%	1%
[35] COc1ccc(/C(C)=N/Nc2ccc(C(=O)O)cc2)c(OC)c1
 : -1%	-2%	-10%	28	-5%	12%	i	18%	5%
[36] O=C(N/N=C/c1cccc(OC(=O)c2ccc3c(c2)OCO3)c1)c1cncc(Br)c1
 : -1%	-5%	3%	14	-7%	4%	i	-1%	-9%
[37] COc1cc(NC(=O)C2CCCN2S(=O)(=O)c2ccc3c(c2)CC(C)N3C(C)=O)cc(OC)c1 (stereo not given)
 : 10%	18%	10%	33	0%	8%	i	-2%	-2%
[38] CCSc1nnc(NC(=O)COc2ccc3ccccc3c2)s1
 : 12%	-1%	13%	9	-4%	5%	i	11%	-2%
[39] Cc1ccc(S(=O)(=O)N2CCC(N3CCN(C)CC3)CC2)cc1Cl
 : -2%	5%	7%	-1	?	-13%	?	-16%	9%
[40] O=C1NC(=Nc2ccccc2)SC1Cc1ccccc1 (stereo not given)
 : 1%	5.8µM*	0%	-10	-5%	4%	i	1%	4%
[41] Cc1cc(O)cc(O)c1C=NCc1ccco1
 : ?	5%	?	-10	?	?	18µM*	2%	-69%
[42] Cc1ccn2c(=O)nc(SCC(=O)NC3CCCC3)nc2c1
 : -9%	3%	-11%	-1	20%	-32%	i	-2%	-11%
[43] Cn1c(=O)[nH]c(=O)c2c1nc(CN1CCN(c3ccc(F)cc3)CC1)n2CCN1CCOCC1
 : 15%	0%	12%	7	2%	0%	i	6%	-3%
[44] CC1CC(NC(=O)c2c(O)nc3sccn3c2=O)CC(C)(C)C1 (stereo not given)
 : -19%	?	-24%	56	-3%	-10%	?	-2%	4%
[45] COc1ccc(NC(=O)NC(=O)c2ccccc2)cc1
 : 16%	-7%	4%	-4	0%	.	i	2%	-24%
[46] Cc1c(NC(=O)C2CCCN2S(=O)(=O)c2cccc3nsnc23)cccc1C(=O)O (stereo not given)
 : -2%	-4%	2%	10	17%	2%	i	18%	-10%
[47] Fc1ccc(-n2cc(-c3ccccc3)c3c(=S)nc[nH]c32)cc1
 : -29%	-1%	?	26	-1%	0%	.	18µM*	-22%
[48] CCNc1c(NC(=O)C2CCC(C)CC2)c(=O)oc2ccccc12 (stereo not given)
 : -1%	-31%[inhibitor]	-3%	55	1%	-1%	i	-4%	-12%
[49] O=C(CN1C(=O)NC2(CCCCC2)C1=O)N1CCOCC1
 : 1%	-5%	-6%	31	?	0%	i	0%	5%
[50] COc1cc(C(=O)Nc2cccc(NC(=O)c3cccs3)c2)cc(OC)c1OC
 : -3%	?	0%	-27	0%	.	i	-11%	-18%

Among those listed so far, these have a CF3 group.
Results follow in this order: HT1080-NT tox	SW480 rerep	HT1080 IDH1KD tx	IL1B secr inh	MCF10A rereplic	ATXN2 expr inh	S2 tox	KB-3-1 tox	HepG2 viability
[4] CCN(CC(=O)Nc1ccccc1C(F)(F)F)C(=O)c1cccc(S(=O)(=O)N2CCN(C)CC2)c1
 : 0%	-6%	-2%	14	-41%[inhibitor]	-4%	i	-3%	-13%
[5] C/C(=C\C(=O)C(F)(F)F)Nc1cc(C)cc(C)c1
 : 15%	-6%	19%	28	1%	-1%	i	2%	2%

(continued)
Results follow in this order: HT1080-NT tox	SW480 rerep	HT1080 IDH1KD tx	IL1B secr inh	MCF10A rereplic	ATXN2 expr inh	S2 tox	KB-3-1 tox	HepG2 viability
[51] Cc1ccc(S(=O)(=O)c2nnn(CC(=O)Nc3ccccc3C)c2N)cc1
 : .	.	.	.	.	3%	i	16µM*	0%
[52] COc1ccccc1NC(=O)C1=C(C)Nc2nc(SCc3cc(C)ccc3C)nn2C1c1ccccc1 (stereo not given)
 : .	.	.	.	.	0%	i	0%	-33%
[53] Cc1cccc(-n2c(CCN3C(=O)c4ccccc4C3=O)nc3ccccc3c2=O)n1
 : -5%	-2%	0%	-11	2%	4%	i	-1%	-16%
[54] CN(C)c1ccc(-c2nnn(Cc3ccccc3Br)n2)cc1
 : -3%	18%	7%	-15	13%	43%[activator]	i	-10%	-9%

Screening data deposited in PubChem by National Center for Advancing Translational Sciences (NCATS).
